KinaseGlo FLuc: counter-screen: inhibitors of Kinase-Glo firefly luciferase | Q27757 | Kinase-Glo luciferase, ATP luminescence, 8 min | 200,000 compounds, 0.28% hits | Potency, µM (series often up to 38.3 µM), without a hit: top-dose activity change, negative = inhibition, usual class: inhibitors | AID 1379; note: potency is the fitted concentration of half-maximal effect; % is set by controls: 0 for no effect and ±100 for the full control effect; nearly all actives have a fitted effect of over 60% in size
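Compounds were added to a substrate mix at pH 7.2 (50 mM imidazole, 10 uM ATP, within the enzyme's linear range), followed by Kinase-Glo detection reagent; luminescence was measured after 8 minutes at ambient temperature.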
Epigenetic derep: regulators of epigenetic silencing causing reporter derepression in mouse cells. Potency, µM (top dose mostly 53.9 µM), for inactives: at the top dose GFP activation, hits mostly activators. murine LDR cells, GFP reporter derepression, 30 h. AID 1865. 280,000 compounds, 0.2% hits; note: potency is the fitted concentration of half-maximal effect; % of control where 0% means no effect; nearly all actives have a fitted effect of over 60% in size
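Reporter derepression read as number of fluorescent GFP-positive objects, 20-120 um in size, counted by laser-scanning cytometer. Mouse LDR line with an epigenetically silenced CMV-GFP locus; compound incubation 30 h, 37 C.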
HttQ103 aggreg: reduces HttQ103-GFP aggregates in PC12 cells. PC12 HttQ103-GFP aggregates, Acumen cytometry, 40 h. Potency, µM (doses to about 46.1 µM), without a hit: top-dose activity change, negative = inhibition, usual class: inhibitors. 220,000 compounds, 1.1% hits; note: potency is the fitted concentration of half-maximal effect; % is set by controls: 0 for no effect and ±100 for the full control effect; nearly all actives have a fitted effect of over 60% in size
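PC12 cells with ecdysone-inducible HTT exon1 Q103-GFP, induced by 100 nM tebufenozide, given compounds in a concentration series. GFP aggregates (1–25 um, 6 SD above background) counted in lysates by laser-scanning cytometry, 488 nm excitation.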
CBFb RUNX1 block: blocks binding between human CBF-beta and RUNX1 | 230,000 tested, under 10 active | Potency, µM (doses to about 59.8 µM), inactives show at the top dose activity, negative = inhibition, hits mostly inhibitors | AlphaScreen CBFb-His/RUNX1-biotin binding, biochemical | AID 1477 | Q01196+Q13951; note: % of control where 0% means no effect
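CBF-beta (His) and RUNX1 (biotin), 30 nM each; 20 min preassociation; + compound, 15 min; + beads 50 ng each (Ni, streptavidin), 90 min; RT; AlphaScreen read.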
IMPase Li inh: membrane-permeable IMPase blocker, potentiated with lithium. 210,000 compounds, 0.35% hits. Potency, µM (doses to about 59.4 µM), for inactives: at the top dose activity, negative = IMPase inhibition, hits mostly inhibitors. AID 1457. CHO-M1 cells, IP1 TR-FRET (IP-One), carbachol + lithium;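 note: IP1 builds up when IMPase is blocked and the TR-FRET signal falls; potency is the fitted concentration of half-maximal effect; plate controls were basal vehicle for no effect and high inhibitor control for full effect; nearly all actives have a fitted effect of over 50% in size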
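Readout is a homogeneous TR-FRET IP1 immunoassay (Ex 320, Em 665 and 620), where raised cytosolic IP1 lowers signal. Cells were CHO-M1 treated 30 min at 37C with test compounds plus a little lithium; AC50 values came from Hill-equation fitting.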
L3MBTL1 inh: L3MBTL1 (human) inhibition | AlphaScreen L3MBTL1–H3K9me1 peptide binding | Potency, µM (top dose mostly 57.1 µM), without a hit: at the highest dose activity, negative = inhibition, most hits filed as inhibitors | 230,000 compounds, 0.66% hits; note: potency is the fitted concentration of half-maximal effect; % is set by controls: 0 for no effect and ±100 for the full control effect; nearly all actives have a fitted effect of over 60% in size
Target sequence (Q9Y468 whole entry, looked up): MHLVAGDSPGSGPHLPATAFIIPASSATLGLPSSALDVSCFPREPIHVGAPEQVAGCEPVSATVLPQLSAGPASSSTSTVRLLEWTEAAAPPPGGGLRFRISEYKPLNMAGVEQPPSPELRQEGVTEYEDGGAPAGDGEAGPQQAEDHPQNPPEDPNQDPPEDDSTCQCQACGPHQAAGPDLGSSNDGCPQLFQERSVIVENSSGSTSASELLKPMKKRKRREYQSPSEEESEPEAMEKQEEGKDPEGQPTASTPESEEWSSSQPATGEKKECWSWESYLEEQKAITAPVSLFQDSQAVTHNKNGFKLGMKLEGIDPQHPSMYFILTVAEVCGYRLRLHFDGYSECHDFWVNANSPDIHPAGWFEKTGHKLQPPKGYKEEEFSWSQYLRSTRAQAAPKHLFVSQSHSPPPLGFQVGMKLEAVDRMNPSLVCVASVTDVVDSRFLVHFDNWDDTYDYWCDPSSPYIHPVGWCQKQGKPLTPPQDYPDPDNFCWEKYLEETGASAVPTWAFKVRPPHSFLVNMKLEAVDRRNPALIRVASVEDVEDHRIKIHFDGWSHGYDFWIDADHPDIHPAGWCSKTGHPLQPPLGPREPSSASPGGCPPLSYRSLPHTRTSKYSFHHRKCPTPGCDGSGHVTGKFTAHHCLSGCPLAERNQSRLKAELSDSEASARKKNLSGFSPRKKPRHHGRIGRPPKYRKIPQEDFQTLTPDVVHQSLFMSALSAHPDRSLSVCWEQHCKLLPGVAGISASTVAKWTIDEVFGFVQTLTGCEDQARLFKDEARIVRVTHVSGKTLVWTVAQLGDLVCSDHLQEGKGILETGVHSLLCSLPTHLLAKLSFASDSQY
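AlphaScreen assay: L3MBTL1 (50 nM final) was preincubated 30 min at room temperature with biotinylated H3(1-15)K9me1 peptide (75 nM final), then 30 min with library compounds; streptavidin donor and nickel chelate acceptor beads (10 ug/mL final) added, 30 min dark.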
NPSR antagonist: antagonists of human neuropeptide S receptor cAMP signaling; AID 1461; Potency, µM (highest dose often 38.3 µM), for inactives: at the highest dose activity change, negative = inhibition, hits mostly inhibitors; CHO-NPSR cells, cAMP TR-FRET, antagonist mode; 220,000 compounds, 1% hits; Q6W5P4; note: potency is the fitted concentration of half-maximal effect; % is set by controls: 0 for no effect and ±100 for the full control effect; nearly all actives have a fitted effect of over 50% in size; many of its hits are not listed in these tables
An asterisk follows results filed as active; u = inconclusive; x = not tested or not shown; & = joins results of further samples; [ ] = dose if it differs, or a comment. Calls come from the whole dose curve; as a rule, active = well fitted curve in the direction sought with a large enough effect; inconclusive = small, poorly fitted or top-dose-only effect, or another doubt; inactive = no such curve, though single readings can be large; an effect the other way counts as inactive or inconclusive.

SMILES	KinaseGlo FLuc	Epigenetic derep	HttQ103 aggreg	CBFb RUNX1 block	IMPase Li inh	L3MBTL1 inh	NPSR antagonist
CC(OC(=O)c1cc(S(=O)(=O)N(C)c2ccccc2)ccc1Cl)C(=O)Nc1ccc2c(c1)OCCO2 (stereo unspecified)	-3%	-0.9%	6%	-11%	14%	-9%	-30%
COc1ccc(-c2cc(C(=O)NCC3CCCO3)c3ccccc3n2)cc1 (stereo unspecified)	-5%	1.1%	-3%	2%	-12%	x	5%
COCCNC(=O)c1onc(CSc2cc(C)cc(C)c2)c1C(=O)O	1%	-1.7%	-2%	0%	-1%[38.3 µM]	7%	-4%[46.1 µM]
CN(C)c1ccc(/C=N/NC(=O)c2ccco2)cc1	u	0.0%	14%	-7%	11%	8%	u
O=C(Cn1cc(C(=O)C2CC2)c2ccccc21)NC1CCCC1	-3%	-1.1%	3%	-3%	-8%[38.3 µM]	6%	-6%[46.1 µM]
CN(c1ccccc1)S(=O)(=O)c1ccc(C(=O)OCC(=O)NCc2cccs2)cc1	x	0.0%	-28%[9.22 µM]	17%	x	x	-2%
O=C1/C(=C/c2cccc(O)c2)SC(=S)N1CC1CCCO1 (stereo unspecified)	x	-5.6%	-26%[9.22 µM]	-14%	x	-8%	-5%
CCc1nnc(NC(=O)CCC(=O)O)s1	-2%	-1.2%	9%	-4%	-11%[38.3 µM]	x	-1%[46.1 µM]
Cc1sc2cc(-c3cccc([N+](=O)[O-])c3)c(-c3cccc([N+](=O)[O-])c3)c[n+]2c1C	2%	1.0%	16%	-4%	27%	-4%	7%
CN(C)Cc1c(O)ccc2c1O/C(=C\C=C\c1ccccc1)C2=O	x	-2.1%	2%[9.22 µM]	-4%	x	-8%	-42%
NC1=NC(=O)/C(=C/c2c(OS(=O)(=O)c3ccc(Cl)cc3)ccc3ccccc23)S1	4%	-1.9%	6%	-3%	-2%	3%	-26%
O=S(=O)(Cc1ccccc1Cl)N1CCN(Cc2ccc3c(c2)OCO3)CC1	1%	1.1%	-32%	-3%	4%[38.3 µM]	-1%	-10%[46.1 µM]
Cc1ccc(S(=O)(=O)N(C)C)cc1NC(=S)N1CCN(Cc2ccc3c(c2)OCO3)CC1	3%	0.9%	u	-5%	12%	-12%	2%
Cc1cc(C)nc(SCc2nnc(SCC(=O)Nc3nccs3)n2Cc2ccco2)n1	0%	-1.7%	9%	-4%	12%[38.3 µM]	-5%	4%[46.1 µM]
COc1ccc(OCC(O)CN2CCN(c3ccc(Cl)cc3)CC2)cc1 (stereo unspecified)	x	-1.0%	-10%[9.22 µM]	9%	x	x	4%
Cc1ccc(CN2C(=O)NC(Cc3c[nH]c4ccccc34)C2=O)cc1 (stereo unspecified)	-1%	4.8%	-27%	2%	-5%	20%	8%
C/C(N)=C(/C#N)C(=O)COC(=O)CNS(=O)(=O)c1ccc(F)c(F)c1F	0%	-6.3%	2%	5%	3%	-2%	6%
Cc1ccc2c(C(=O)CN3CCOCC3)c(C)[nH]c2c1	4%	-0.9%	11%	6%	-7%	2%	-3%[46.1 µM]
CC1(C)CC(=O)c2sc(NC(=O)Cc3cccs3)nc2C1	2%	-0.8%	u	-2%	u	3%	17%[46.1 µM]
O=C(O)c1cc(-c2cccc([N+](=O)[O-])c2)n[nH]1	12%	-2.2%	9%	0%	-9%	x	32%
Cc1cccc2cc3c(N)c(C(=O)N4CCCc5ccccc54)sc3nc12	-3%	0.0%	-13%	-3%	-17%	-8%	9%
CC(C)OC(=O)c1ccc(S(N)(=O)=O)o1	-1%	0.0%	2%	1%	-2%	3%	26%
Cc1cc(C(=O)Cn2ncc(Cl)c(Cl)c2=O)c(C)n1CC(F)(F)F	1%	0.0%	u	-9%	-1%	-16%	8%[46.1 µM]
CCCCc1c(C)nc2ccc(Br)cc2c1SCCC#N	3%	-1.0%	u	7%	-23%	27%	-47%
Cc1occc1C(=O)Nc1nnc(-c2cccs2)s1	-2%	-4.2%	-8%[9.22 µM]	1%	-6%	0%	-7%
CCOC(=O)C1=C(C)NC(SCC(=O)O)=NC1c1ccccc1 (stereo unspecified)	-1%	-1.1%	-10%	-1%	6%[38.3 µM]	-3%	7%[46.1 µM]
COc1cc2[nH]c(=S)n(Cc3ccc(F)cc3)c(=O)c2cc1OC	1%	1.4%	-9%	3%	u	7%	-34%
Cc1ncc2c(c1O)COP(=O)(O)OC2	-1%	1.6%	x	14%[21.7 µM]	3%	x	x
COC(=O)c1n[nH]c2ccccc12	-2%	0.8%	-4%[9.22 µM]	4%	-4%[38.3 µM]	3%	7%[46.1 µM]
COCCCn1c(SCc2cc(=O)[nH]c3ccccc23)nnc1-c1ccco1	7%	-1.0%	-27%	3%	6%[38.3 µM]	x	-10%[46.1 µM]
CCCCNC(=O)Nc1nc2ccc(CC)cc2s1	0%	-1.6%	-3%	-3%	15%	7%	-7%
C/C(=C\C(=O)c1ccccc1)NCc1ccc(F)cc1	-3%	-1.1%	-28%	-7%	23%[38.3 µM]	30%	-13%[46.1 µM]
Cc1nc2ccc(NS(=O)(=O)c3ccc4c(c3)OCCO4)cc2s1	2%	0.0%	u	5%	39%[activator][38.3 µM]	x	-18%[46.1 µM]
CCN(Cc1ccccc1)S(=O)(=O)c1ccc(OC)c2ncccc12	x	0.0%	14%[9.22 µM]	9%	x	7%	-2%
CC(C)S(=O)(=O)C1=NSC2=NC(=O)/C(=C\c3ccc(-c4cccc(C(=O)O)c4)o3)C(=N)N21	9%	-1.5%	-17%	-2%	0%	13µM*	-2%
S=C(NC1CCCCC1)N(CCc1nc2ccccc2[nH]1)C1CCCC1	3%	3.0%	-15%	10%	13%	-10%	-23%[46.1 µM]
NS(=O)(=O)c1ccc(NC(=S)NCc2ccccc2Cl)cc1	1%	-0.1%	5%	1%	10%	2%	-12%
CCc1ccccc1NC(=S)N1CCN(c2ccccn2)CC1	-2%	-1.3%	18%	-5%	4%	-3%	-1%
COc1ccc(-n2nnnc2SCC(=O)c2ccc3c(c2)OCCO3)cc1	1%	1.0%	-1%	-2%	u	-18%[11.4 µM]	u
COCCNC(=O)c1ccccc1NC(=O)c1cccc([N+](=O)[O-])c1C	1%	-1.5%	-5%	2%	5%	u	23%
Cc1nc2ccc(-c3nc4ccccc4o3)cc2[nH]1	-12%	3.9%	0%	-4%	-23%[38.3 µM]	-3%	-21%[46.1 µM]
CSc1sc(C(=O)OC(C)C)c2c1C(=O)CC(C)(C)C2	x	2.2%	-8%[9.22 µM]	13%	x	2%	u
COC(=O)[C@H](C)NC(=O)Nc1ccccc1C(F)(F)F	15%	8.1%	-4%[9.22 µM]	1%	3%[38.3 µM]	7%	-30%[46.1 µM]
COCc1c(C(=O)OCC(=O)NCCN2C(=O)CSC2=O)oc2ccccc12	1%	-3.2%	21%	14%	1%	10%	8%
S=c1[nH]cc(-c2ccccc2)n1-c1cccc(Cl)c1	-3%	-1.9%	25%	-16%	3%	-14%	-2%
Cc1cccc(C)c1NC(=O)c1cc(S(=O)(=O)N2CCOCC2)ccc1F	1%	4.0%	3%	-11%	-3%	3%	-5%[46.1 µM]
COc1ccc(OC)c(NC(=S)NCc2cccs2)c1	-1%	0.9%	-7%	-5%	-5%	-4%	9%
CCCNC(=O)Cn1nc(C(F)(F)F)c2c1CCC2	-1%	0.2%	-7%[9.22 µM]	4%	0%	17%	13%
CC(NC(=O)COC(=O)/C=C/c1ccco1)c1ccccc1 (stereo unspecified)	-1%	-4.8%	21%	-7%	1%	-5%	6%
O=C(Nc1nc2ccc(Cl)cc2s1)[C@@H]1CCCN1C(=O)c1cccs1	0%	-3.0%	u	-12%	-3%	-8%	-19%
O=C(O)CCNc1ccc(Cl)cc1	x	-3.3%	-3%[9.22 µM]	-7%	x	u	-17%
S=C1SCN(Cc2ccco2)CN1Cc1ccco1	x	u	u	4%	x	-21%	u
c1ccc(-c2ccnc3nc(-n4cccc4)nn23)cc1	-1%	-0.9%	-1%	0%	-19%[38.3 µM]	2%	-3%[46.1 µM]
COc1ccc(C(=O)NC(=S)Nc2nc(C)c(C(=O)N(C)C)s2)cc1	-4%	-0.5%	20%	-16%	8%[38.3 µM]	x	-18%[46.1 µM]
Cc1cc(N2C(=O)C(O)=C(C(=O)c3cccs3)C2c2ccc(F)cc2)no1 (stereo unspecified)	x	-0.3%	14%[9.22 µM]	-9%	x	0%	u
CC(=O)N1CC=CC1(CC(C)C)C(=O)NCc1cc(F)cc(C(F)(F)F)c1 (stereo unspecified)	1%&-3%	1.9%&0.6%	-23%	-1%[2.36 µM]	8%&-3%	4%	5%
O=C(CC1CC2CCC1C2)Nc1nc(-c2ccccn2)cs1 (stereo unspecified)	-2%	3.9%	u	u	6%	x	-36%
COc1ccc(CCN2CC(C#N)=C3c4cc(OC)c(OC)cc4CCN3C2)cc1OC	-3%	0.7%	u	-1%	34%[activator][38.3 µM]	-7%	-1%[46.1 µM]
CCCCn1c(CCC)nc([N+](=O)[O-])c1Sc1ccc(Cl)cn1	-2%	0.7%	10%	5%	27%	-3%	-24%[46.1 µM]
COc1ccc(OC)c(NC(=O)C(=O)NNC(=O)COc2ccc(Br)cc2C)c1	-2%	-1.0%	3%[9.22 µM]	0%	5%	4%	-5%

(list continues)
SMILES	KinaseGlo FLuc	Epigenetic derep	HttQ103 aggreg	CBFb RUNX1 block	IMPase Li inh	L3MBTL1 inh	NPSR antagonist
COc1ccc(Cl)cc1C(Nc1cccnc1)c1ccc2cccnc2c1O (stereo unspecified)	x	0.1%	-17%[9.22 µM]	x	8%	-15%	-6%
NC(=O)CSCc1cccc(Br)c1	2%	-2.0%	12%	4%	-11%	3%	8%[46.1 µM]
COCc1cnc(C)nc1N	0%	10%	14%	7%	0%	8%	8%
CC(NS(=O)(=O)c1ccc(F)cc1)C(=O)NCc1ccncc1 (stereo unspecified)	-1%	-1.0%	5%	8%	23%[38.3 µM]	2%	-5%[46.1 µM]
O=C(CSc1nnc(SCc2ccccc2)s1)N/N=C/c1ccc(C(=O)O)cc1	x	0.1%	21%[9.22 µM]	-1%	x	5%	48%
O=C(NCCCN1CCOCC1)c1ccc(-n2nc(C(F)(F)F)cc2-c2cccs2)cc1	-2%	-1.0%	u	0%	26%[38.3 µM]	x	u

Two compounds picked at random from those above:
SMILES	KinaseGlo FLuc	Epigenetic derep	HttQ103 aggreg	CBFb RUNX1 block	IMPase Li inh	L3MBTL1 inh	NPSR antagonist
CC(NS(=O)(=O)c1ccc(F)cc1)C(=O)NCc1ccncc1 (stereo unspecified)	-1%	-1.0%	5%	8%	23%[38.3 µM]	2%	-5%[46.1 µM]
O=C(CSc1nnc(SCc2ccccc2)s1)N/N=C/c1ccc(C(=O)O)cc1	x	0.1%	21%[9.22 µM]	-1%	x	5%	48%

Screens: PubChem, National Center for Advancing Translational Sciences (NCATS)

A portion of the library; the hit share may differ from the screen's.
